Source: PubChem
LYP inhibition – inhibitors of LYP phosphatase, biochemical, fluorescence intensity, uHTS (AID 1779); recombinant LYP phosphatase, fluorescence intensity; higher % means a stronger effect; inhibition, % at 11.5 µM; hits with a dose series show IC50 in µM; 0.054% of 290,000 active;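 further: plate controls were vehicle with enzyme for no effect and no enzyme for full effect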
HIV fusion peptide – inhibitors of HIV fusion peptide binding, primary screen, biochemical, uHTS, fluorescence dequenching (AID 1986); 0.3% of 290,000 active; cell-free peptide binding, fluorescence dequenching, 30 min; higher % means a stronger effect; inhibition, % at 20 µM; hits with a dose series show IC50 in µM; in the data active means inhibition mostly above about 52%, no sharp cut-off; inactive means mostly below about 76%; further: some results filed as inactive read as strong as hits
HEK293 NOD2/NF-kB – inhibition of NOD2-driven NF-kB reporter – cell-based, luminescence, uHTS, HEK293 (AID 1566). HEK293 NOD2/NF-kB luciferase reporter, luminescence; higher % means a stronger effect. inhibition, % at 4 µM, or EC50 in µM where a hit was titrated. 0.63% of 290,000 active; further: many of its hits are not listed in these tables
Salmonella PhoP GFP – PhoP-dependent GFP reporter repression – Salmonella Typhimurium, primary screen (AID 1863) | S. Typhimurium PhoP-regulated promoter GFP reporter, 4 h; higher % means a stronger effect | inhibition, % at 50 µM; hits with a dose series show IC50 in µM | 0.16% of 300,000 active;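 active means inhibition over 29.93%, a cutoff 3 SD above the screen mean, later confirmed by dose response; inconclusive means inhibition over 29.93% but no dose response follow-up; inactive means inhibition at most 29.93% or unconfirmed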;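 further: 0% = low Mg2+ inducing control and 100% = high Mg2+ repressing control; strong numbers were not always called active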
Siah-1 displacement – blockers of Siah-1 interaction with plectin peptide – biochemical, fluorescence polarization, rhodamine-plectin, uHTS, primary screen (AID 1817); Siah-1 / rhodamine-plectin peptide fluorescence polarization; higher % means a stronger effect; displacement, % at 20 µM; hits with a dose series show IC50 in µM; 0.02% of 290,000 active;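 active means displacement of at least 50% at 20 µM, with a fluorescence ratio check between 0.3 and a set limit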;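 further: plate controls were Siah plus tracer with DMSO for no effect and tracer alone without Siah for full effect; strong numbers were not always called active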
Myeloid diff 2 – myeloid differentiation induction; ER-HoxA9 myeloid progenitors, lysozyme-GFP differentiation, flow cytometry; calls only at 10 µM; 1% of 360,000 active; AID 624256;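 active means normalized GFP-positive differentiation at or above the plate's own cutoff, the solvent-only control mean plus 3 SD; inconclusive means no clear call, values can overlap the other calls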;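 further: cells exposed to compound for four days before flow analysis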
NOD1 inhibition – inhibition of NOD1-driven NF-kB reporter – cell-based, luminescence, uHTS, primary screen (AID 1578) | NOD1-driven NF-kB luciferase reporter cells, luminescence; higher % means a stronger effect | inhibition, % at 4 µM; hits with a dose series show EC50 in µM | 1% of 290,000 active; in the data active means inhibition mostly above about 36%, no sharp cut-off; inactive means mostly below about 34%;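 further: HEK-293T reporter cells stimulated with the NOD1 agonist gamma-tri-DAP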
KOR beta-arrestin-1 – kappa opioid receptor blockers – cell-based, luminescence, uHTS (AID 1778). KOR beta-arrestin recruitment, luminescence, antagonist mode; higher % means a stronger effect. one-dose inhibition, % at 10 µM; IC50 in µM for titrated hits. 0.091% of 290,000 active; further: strong numbers were not always called active
KOR beta-arrestin-2 – kappa opioid receptor activators – cell-based, luminescence, uHTS, primary screen (AID 1777) | KOR beta-arrestin recruitment, luminescence; higher % means a stronger effect | one-dose activation, % at 10 µM; EC50 in µM for titrated hits | 0.02% of 280,000 active; in the data active means activation above about 50%, passing the limit was not always enough; further: a part of the inactive calls stands beside numbers as strong as those of hits
Myeloid diff 2 GFP+ MAC1+ % – recorded beside Myeloid diff 2, whose call it bears; GFP+ MAC1+ double positive, %; measured here: differentiation confirmed by MAC1 staining
Active calls of the source: *; i = inactive; u = inconclusive; x = not tested or not shown; [ ] = dose if it differs, or a comment. Unless noted, no stated cut-off is given here; in the data, active means inhibition above about 50%; inactive means the rest.

SMILES	LYP inhibition	HIV fusion peptide	HEK293 NOD2/NF-kB	Salmonella PhoP GFP	Siah-1 displacement	Myeloid diff 2	Myeloid diff 2 GFP+ MAC1+ %	NOD1 inhibition	KOR beta-arrestin-1	KOR beta-arrestin-2
O=C(Cc1ccccc1)c1nnc(-c2ccccc2)o1	-4%	1.3%	2%	0%	6%	i	0.5	-16%	-13%	-4.1%
C#CCOCCOCCOCCNc1nc(N2CCN(C(=O)[C@H]([C@@H](C)CC)n3cc([C@@H](N)Cc4ccc(O)cc4)nn3)CC2)nc(N2CCN(C(=O)[C@H](Cc3ccc(O)cc3)n3cc([C@@H](N)C(C)CC)nn3)CC2)n1 (stereo not given in full)	-8%	2.3%	12%	-2%	-2%	i	2.2	-3%	12%	0.3%
CCc1ccc(CNC(=O)C2Cc3cc(S(=O)(=O)N4CCCC4)ccc3N2C(C)=O)cc1 (stereo not given)	-10%	1.1%	-4%	-1%	-1%	i	2.1	-19%	-20%	12%
COc1cc(OC)c(N(C)C(=O)CCNC(=O)Cn2cnc3ccccc3c2=O)cc1Cl	-6%	-0.1%	8%	4%	0%	i	12	-2%	9%	-0.3%
Cc1nc(SCC#N)c2c(C)c(C)sc2n1	0%	-1.7%	16%	0%	0%	i	0.8	20%	-17%	-2.4%
COc1ccc2cc(C(=O)c3ccccc3)c(=O)oc2c1	-2%	3.7%	-8%	-11%	-1%	i	1.8	-52%	-15%	-2.9%
CNC1=CC(=O)CC(c2ccccc2)C1 (stereo not given)	-6%	-1.3%	13%	-4%	4%	i	0.4	-37%	5%	-0.9%
CN1CCN(C(=S)NC(CC(=O)c2ccccc2)c2ccccc2)CC1 (stereo not given)	-5%	-0.9%	0%	-10%	11%	i	0.1	-15%	6%	4.6%
O=C(NCc1ccccc1)C(Cc1ccccc1)NS(=O)(=O)c1cccc2nsnc12 (stereo not given)	-6%	-1.7%	-13%	-9%	1%	i	7.2	8%	-36%	1.1%
Cc1cc(C)c(C(=O)N2CCCC(C(=O)c3cc(F)ccc3F)C2)o1 (stereo not given)	-6%	-1.6%	5%	-5%	2%	i	0.3	-32%	-7%	x
CC1(C)CC(=O)C(C(C2=C(O)CC(C)(C)CC2=O)c2ccc(Cl)c([N+](=O)[O-])c2)C(=O)C1 (stereo not given)	-3%	3.5%	26%	9%	16%	i	0.2	3%	-71%[20 µM]	-11%
CCOC(=O)C1(Cc2ccccc2)CCCN(C(=O)c2ccc(-n3ccnc3)cc2)C1 (stereo not given)	-7%	-0.4%	-7%	5%	-2%	i	1.0	-10%	46%	-4.6%
Cc1ccc(CNC(=O)CCC(=O)N2CC(C)Sc3ccccc32)cc1 (stereo not given)	-8%	-0.1%	9%	x	1%	i	1.4	-17%	9%[20 µM]	-3.5%
COC(C(=O)Nc1ccc(S(=O)(=O)Nc2ccc(C)c(C)c2)cc1)c1ccccc1 (stereo not given)	-2%	2.0%	-22%	-5%	7%	i	1.3	-9%	33%	1.3%
Cc1nc(NS(=O)(=O)c2ccccc2)sc1NC(=O)OCCN(C)C	-8%	12%	6%	-76%	2%	i	0.6	-14%	8%	-4.4%
O=C(COc1ccc(S(=O)(=O)N2CCOCC2)cc1)NC1CCCC1	0%	0.1%	-3%	4%	-3%	i	12	-18%	13%	-1.4%
CCOc1ccc2nc(SCC3CC3(Cl)Cl)[nH]c2c1 (stereo not given)	-2%	-0.1%	-116%	-1%	0%	i	0.1	-6%	6%	x
CC(C)Sc1ncc(S(=O)(=O)c2ccccc2)c(=O)[nH]1	4%	0.0%	15%	-3%	3%	i	0.3	-13%	-17%	-6.2%
CC(C)(CS(=O)(=O)[O-])NC(=O)CC[N+](C)(C)CCO	11µM*	1.8%	-6%	3%	-8%	i	1.3	-9%	-21%	1.0%
CCOC(=O)Cc1csc(NC(=O)CN2CCN(CC)CC2)n1	-8%	-0.7%	4%	5%	-5%	i	0.2	-2%	-26%	-0.1%
Cc1ccccc1OCC(=O)NCCCNC(=O)c1ccccn1	-9%	0.1%	4%	8%	2%	u	x	-37%	-46%	1.7%
COc1cc(/C=C2\SC(=S)N(CCC(=O)Nc3ccccc3)C2=O)cc(OC)c1OC	-1%	-0.2%	x	0%	-6%	i	0.8	x	20%[20 µM]	-3.5%
O=C(CCN1CCCCC1)N=Nc1c(O)[nH]c2ccccc12	-2%	-0.4%	-10%	8%	1%	i	0.4	-31%	9%	-4.2%
COc1ccc(NC(=O)CSc2ncn[nH]2)c([N+](=O)[O-])c1	3%	1.1%	0%	-4%	4%	i	4.9	-6%	9%	-2.6%
O=C(CCn1c(=O)c2sccc2n(CC(=O)OCc2ccccc2)c1=O)NCc1ccco1	-1%	-1.7%	-2%	-4%	0%	i	11	-13%	-22%	0.5%
CCOC(=O)C1=C(C)N=C2SCCC(=O)N2C1c1cccs1 (stereo not given)	-3%	6.8%	14%	2%	1%	i	0.0	-14%	-4%	-0.6%
O=C1c2ccccc2C(=O)C1c1ccccc1	-2%	-1.4%	6%	0%	-4%	i	5.4	14%	3%	-1.4%
COc1ccc(C(=O)CSc2n[nH]c(C)n2)cc1[N+](=O)[O-]	-3%	-1.3%	-12%	0%	-11%	i	0.3	-4%	25%	-0.9%
CCOC(=O)NC(=O)CSc1nnc(C)s1	-5%	0.3%	-6%	8%	2%	i	10	-16%	22%	1.7%
CCOC(=O)COc1cc(N2C(=O)CSCC2=O)c(Cl)cc1Cl	-4%	0.1%	5%	6%	-3%	i	2.7	-1%	10%	-3.9%
Cc1nn(CCCC(=O)NCc2ccccc2)c(=O)c2nn(-c3ccccc3)c(C)c12	-3%	1.0%	19%	-6%	12%	i	1.1	-20%	-11%	4.4%
Cc1ccccc1NC(=O)CSCCN1C(=O)c2ccccc2C1=O	-8%	-2.0%	2%	0%	-5%	i	0.8	-16%	108%	11%
CCC(C(=O)NC1CCCC1)n1c(SCc2cccc(C)c2)nc2ccncc21 (stereo not given)	-2%	2.0%	24%	7%	-3%	i	4.5	-11%	x	x
Cc1c(OCC(=O)NC(Cc2c[nH]c3ccc(O)cc23)C(=O)O)ccc2c3c(c(=O)oc12)CCC3 (stereo not given)	-2%	8.8%	26%	-1%	-3%	i	0.5	3%	5%	3.0%
Cc1ccc(S(=O)(=O)N2CCN(C(=O)CSc3cc(C)ccc3C)CC2)c(C)c1	-1%	-2.1%	8%	-2%	5%	u	x	-20%	9%	0.4%
O=C1CC(c2ccccc2)CC(O)=C1C=NCCN1CCNCC1 (stereo not given)	0%	3.5%	5%	1%	6%	i	0.4	-13%	-6%	-5.7%
CCOc1cc(NC(=O)c2cccs2)c(OCC)cc1NC(=O)c1cccnc1	-8%	-0.8%	22%	5%	1%	i	0.2	-30%	-41%[20 µM]	-7.0%
CSc1nc(C)c(CCOC(=O)c2cccc(Cl)c2)c(=O)[nH]1	-2%	-0.3%	-9%	-11%	-4%	i	0.4	2%	-12%	3.2%
Cc1ccc(C2(C)NC(=O)N(CC(=O)NC(C)c3ccccc3)C2=O)cc1 (stereo not given)	-10%	-1.9%	11%	13%	-2%	i	1.9	-21%	-36%	-1.3%
COC(=O)C1=C(CS(=O)(=O)c2ccc(C)cc2)NC(=O)NC1c1ccc(OC)c(OC)c1 (stereo not given)	-8%	-0.5%	-6%	-3%	5%	i	0.9	-5%	-42%	-1.9%
CCN1C/C(=C\c2cccc([N+](=O)[O-])c2)C(=O)/C(=C/c2cccc([N+](=O)[O-])c2)C1	-8%	0.8%	22%	-13%	9%	i	0.8	6%	21%	3.9%
CCN(CC)C(c1ccc(F)cc1)c1nnnn1C1CCCCC1 (stereo not given)	-11%	-2.3%	9%	13%	2%	i	0.6	12%	17%	1.7%
CCc1ccccc1N(C1=NCCCS1)S(=O)(=O)c1ccc(C(C)(C)C)cc1	3%	-1.5%	15%	1%	0%	i	0.9	7%	-2%	1.9%
Cc1[nH]n(-c2ccc(Cl)c(Cl)c2)c(=O)c1CCO	-8%	-1.7%	-25%	-8%	-2%	i	0.3	-25%	-37%	-1.6%
COc1ccc(C2C(C(N)=O)=C(C)Nc3ncnn32)cc1 (stereo not given)	-11%	0.7%	-10%	12%	-1%	i	0.9	-4%	-1%	-0.9%
COc1ccc(Nc2nc(-c3ccccc3)nc3ccccc23)cc1	2%	-1.4%	22%	7%	2%	i	0.6	-7%	-64%	0.7%
COc1ccc(Nc2ccc(S(=O)(=O)N3CCCCC3)cc2[N+](=O)[O-])cc1OC	-4%	-3.3%	24%	10%	-7%	i	0.9	0%	10%	-3.6%
O=C(c1cccc(F)c1)N(Cc1nc2ccccc2c(=O)[nH]1)C1CCCC1	-4%	-0.6%	11%	-11%	-4%	i	0.0	-16%	0%	11%

LYP inhibition: what is marked active above
mol	LYP inhibition	HIV fusion peptide	HEK293 NOD2/NF-kB	Salmonella PhoP GFP	Siah-1 displacement	Myeloid diff 2 GFP+ MAC1+ %	NOD1 inhibition	KOR beta-arrestin-1	KOR beta-arrestin-2
CC(C)(CS(=O)(=O)[O-])NC(=O)CC[N+](C)(C)CCO	11µM*	1.8%	-6%	3%	-8%	1.3	-9%	-21%	1.0%

Additional records.
SMILES	LYP inhibition	HIV fusion peptide	HEK293 NOD2/NF-kB	Salmonella PhoP GFP	Siah-1 displacement	Myeloid diff 2	Myeloid diff 2 GFP+ MAC1+ %	NOD1 inhibition	KOR beta-arrestin-1	KOR beta-arrestin-2
O=C(CCCNc1ccccc1)N/N=C/c1cccs1	-4%	-0.8%	-13%	-6%	6%	i	0.5	-37%	-30%[20 µM]	x
Cc1ccc(NC(=O)c2ccc(S(=O)(=O)C(F)F)cc2)c(C)c1	-7%	-0.6%	16%	-5%	13%	i	0.1	-10%	9%	-0.1%
COc1ccc(S(=O)(=O)N2Cc3ccccc3CC2C(=O)Nc2ccc3c(c2)OCO3)cc1 (stereo not given)	2%	-2.3%	-8%	4%	-4%	i	1.3	3%	7%	6.9%
CCCC(c1c(C)n(C)n(-c2ccccc2)c1=O)c1c(C)n(C)n(-c2ccccc2)c1=O	-5%	-1.5%	6%	6%	4%	i	0.2	-1%	16%	-4.9%
COc1ccc([C@@H]2[C@@H]3C(=O)N(C(C)(C)C)C(=O)[C@@H]3[C@]3(Cc4ccc(Cl)cc4)C(=O)N(c4ccc(Br)cc4)C(=O)N23)cc1	-7%	0.5%	-7%	10%	-4%	i	0.4	59%	-82%[20 µM]	0.0%
CCOC(=O)C1=C(C)C2C3C(=O)N(c4ccc(C)cc4C)C(=O)C3C1(C)C1C(=O)N(c3ccc(C)cc3C)C(=O)C21 (stereo not given)	-6%	1.8%	-13%	-14%	10%	i	0.1	-29%	-3%	0.5%
COc1ccc(NC(=O)NC2(C(=O)N3CCOCC3)CCCCC2)cc1	-8%	-1.6%	7%	5%	-7%	i	1.2	-36%	1%	-4.0%

Only part of the results is shown. The share of hits here may be higher or lower than overall.
